rCAG RNA binder = r(CAG) repeat RNA binding | TO-PRO-1 dye displacement fluorescence | inhibition, % at 3 µM | actives 1.3% (n = 370,000);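 active means inhibition above the plate cutoff, the mean of all test compounds on that plate plus 3 SD, cut at about 35% in these data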;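 further: 0% = DMSO alone and 100% = 100 µM mitoxantrone as full dye displacement; higher means more dye released from RNA so lower well fluorescence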
NR1D1 modulator = modulates human Rev-erb alpha binding to DNA. actives 0.79% (n = 370,000). Rev-erbα–FITC-DNA binding, fluorescence polarization, 90 min. activity, % at 10 µM. P20393;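 active means activity above about 14%, limit read from the data; passing the limit was not always enough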;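 further: 0% = DMSO wells with 35 nM protein and 100% = DMSO wells with 750 nM protein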
ASAP1 inh = ASAP1 ArfGAP inhibition; actives 0.19% (n = 360,000); ASAP1-stimulated ARF1 GTP hydrolysis, GDP FP detection; inhibition, % at 16.5 µM; in the data active means inhibition above about 25%;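 further: 0% = vehicle with enzyme and substrate and 100% = no enzyme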
Target sequence (Q9ULH1 325-724 limits assumed): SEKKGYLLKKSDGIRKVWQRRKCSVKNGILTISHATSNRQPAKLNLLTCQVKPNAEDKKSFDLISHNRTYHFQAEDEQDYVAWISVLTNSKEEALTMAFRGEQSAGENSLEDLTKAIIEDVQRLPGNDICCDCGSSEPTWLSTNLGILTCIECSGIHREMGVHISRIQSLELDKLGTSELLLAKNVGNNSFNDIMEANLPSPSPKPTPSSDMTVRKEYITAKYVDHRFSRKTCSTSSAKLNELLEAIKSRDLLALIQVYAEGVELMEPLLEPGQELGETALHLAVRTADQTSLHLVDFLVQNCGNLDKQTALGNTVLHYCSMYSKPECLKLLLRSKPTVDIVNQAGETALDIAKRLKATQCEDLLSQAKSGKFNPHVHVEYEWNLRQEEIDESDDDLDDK
ABHD4 inh = ABHD4 (mouse) inhibition, primary FP screen | Q8VD66 | purified mABHD4, FP-Rh probe fluorescence polarization | inhibition, % at 8.92 µM | actives 0.54% (n = 370,000);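 active means inhibition exceeding the mean over every tested compound plus 3 SD, cut at about 30% in these data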;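 further: 0% = plate median of compound wells and 100% = S159A mutant with DMSO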
Target sequence (Q8VD66 whole entry, looked up): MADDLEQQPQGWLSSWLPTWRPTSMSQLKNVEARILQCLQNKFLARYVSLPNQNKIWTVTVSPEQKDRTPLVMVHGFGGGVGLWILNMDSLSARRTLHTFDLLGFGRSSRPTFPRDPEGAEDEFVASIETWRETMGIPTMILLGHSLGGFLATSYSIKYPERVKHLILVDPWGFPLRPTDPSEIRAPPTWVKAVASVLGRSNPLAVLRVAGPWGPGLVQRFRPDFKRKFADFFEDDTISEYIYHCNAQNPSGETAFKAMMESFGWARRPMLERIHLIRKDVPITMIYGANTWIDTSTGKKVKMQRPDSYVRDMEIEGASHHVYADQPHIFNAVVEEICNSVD
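Material: mouse ABHD4 enzyme, wild type; Benchmarks: S159A mutant high control, sample median low control; Buffer or medium: HEPES pH 7.0, NaCl, Pluronic buffer; Signal: fluorescence polarization; Read-out: percent inhibition of probe binding, normalized to plate controls; Timing: pre-incubation 45 min, probe exposure 60 min, at 25 °C; Dosing: 8.92 µM, single dose.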
HTRA1 inh = blocks human HTRA1 serine peptidase. inhibition, % at 5.96 µM. recombinant HTRA1, FP-rhodamine activity-based probe, fluorescence polarization. actives 0.5% (n = 340,000); in the data active means inhibition above about 36%;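 further: 0% = enzyme with DMSO and 100% = wells lacking enzyme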
ARFGAP1 inh = inhibitors of rat ARFGAP1. Q62848. Arfgap1-stimulated ARF1 GTP hydrolysis, GDP FP detection. inhibition, % at 16.5 µM. actives 0.26% (n = 360,000);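 active means inhibition above a per-plate limit, mean inhibition of low control wells plus 3 SD, cut at about 25% in these data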;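 further: 0% = DMSO wells with enzyme and 100% = wells lacking Arfgap1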
Target sequence (Q62848 1-136 limits assumed): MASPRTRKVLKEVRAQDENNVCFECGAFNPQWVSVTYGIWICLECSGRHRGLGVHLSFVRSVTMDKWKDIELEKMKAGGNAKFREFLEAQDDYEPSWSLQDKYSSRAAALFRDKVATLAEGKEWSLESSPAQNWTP
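system = rat Arfgap1 catalytic domain, aa 1-136 | technique = FP, GDP Alexa 633 tracer displaced from anti-GDP antibody, 620/688 nm | compound = one concentration, 16.5 µM, DMSO 1.26% | medium = HEPES-based buffer, pH 7.5 | timing = compound-enzyme preincubation 20 min, reaction 120 min, detection 60 min, 25 °C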
NPR2 activator = GC-B (human) receptor activation. P20594. AID 1920062. actives 0.11% (n = 370,000). activation, % at 10 µM. HEK293-GC-B cells, CNP EC30, cGMP TR-FRET; 0% at EC30 CNP, 100% saturating CNP;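 active means activation at 10 µM reaching about 35% in either raw or pattern-adjusted values, limit read from the data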
SMARCA2 activ = SMARCA2 function activation, primary screen | MG213 cells, MMTV-luciferase reporter, dexamethasone, overnight | activation, % at 9.1 µM | actives 1% (n = 370,000) | AID 652017; in the data active means activation above about 7.8%;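 further: 0% = vehicle wells and 100% = reference activator wells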
PG9 binder = binds the HIV-1 gp120 antibody PG9; actives 0.43% (n = 360,000); TR-FRET gp120-PG9 antibody binding; inhibition, % at 6.7 µM; AID 624416; in the data active means inhibition above about 8.5%
GC-A act = GC-A (human) enzyme activation; P16066; HEK293 GC-A cells, cGMP TR-FRET, EC30 ANP; 0% at EC30 ANP, 100% saturating ANP; activation, % at 10 µM; actives 0.14% (n = 370,000); in the data active means activation above about 40%
An asterisk follows results filed as active.

`CCOc1ccc(NC(=O)CC(c2ccccc2)c2ccc(F)cc2)cc1` (stereo unspecified) gave rCAG RNA binder 0, NR1D1 modulator 3, ASAP1 inh 3, ABHD4 inh -2, HTRA1 inh -25, ARFGAP1 inh -8, NPR2 activator -7, SMARCA2 activ -5, PG9 binder -0.5 and GC-A act 1.
For COC(=O)CCC(=O)NNC(=O)c1cccc(Cl)c1 the results were rCAG RNA binder 4, NR1D1 modulator 0, ASAP1 inh 1, ABHD4 inh 0, HTRA1 inh -5, ARFGAP1 inh 13, NPR2 activator -8, SMARCA2 activ 6, PG9 binder -6.2 and GC-A act 3.
Screening CN1CCN(c2ccccc2NC(=O)c2cccc(OCc3ccccc3)c2)CC1 returned rCAG RNA binder -6, NR1D1 modulator 2, ASAP1 inh -5, ABHD4 inh 0, HTRA1 inh -13, ARFGAP1 inh 2, NPR2 activator -1, SMARCA2 activ -1, PG9 binder 0.9 and GC-A act -2.
For CC(C)C(NC(=O)c1ccc(C(C)(C)C)cc1)C(=O)NCCc1ccccn1 (stereo unspecified) the results were rCAG RNA binder -10, NR1D1 modulator -3, ASAP1 inh 2, ABHD4 inh 8, HTRA1 inh 0, ARFGAP1 inh -3, NPR2 activator -6, SMARCA2 activ 1, PG9 binder 0.4 and GC-A act -1.
For O=C(C1Cc2ccccc2CN1S(=O)(=O)c1ccc(F)cc1)N1CCCCC1 (stereo unspecified) the results were rCAG RNA binder -6, NR1D1 modulator -1, ASAP1 inh -9, ABHD4 inh 3, HTRA1 inh -5, ARFGAP1 inh -4, NPR2 activator 0, SMARCA2 activ 0, PG9 binder 0.2 and GC-A act -1.
CN1C(=O)CCC(CCC(=O)O)(c2ccccc2O)C1=O (stereo unspecified) was read as rCAG RNA binder 0, NR1D1 modulator 0, ASAP1 inh 0, ABHD4 inh 2, HTRA1 inh 2, ARFGAP1 inh 2, NPR2 activator 0, SMARCA2 activ 2, PG9 binder -0.8 and GC-A act 3.
N#C/C(=C\c1cccs1)c1nc2ccccc2[nH]1 was read as rCAG RNA binder 7, NR1D1 modulator -2, ASAP1 inh -1, ABHD4 inh 4, HTRA1 inh -8, ARFGAP1 inh 4, NPR2 activator 2, SMARCA2 activ 1, PG9 binder -9.0 and GC-A act 4.
`CC(C)c1nc(CNC(=O)C2CCC(=O)N(CCc3ccc(Cl)cc3)C2)no1` (stereo unspecified) gave rCAG RNA binder -9, NR1D1 modulator 5, ASAP1 inh 12, ABHD4 inh 5, HTRA1 inh -6, ARFGAP1 inh 1, NPR2 activator -3, SMARCA2 activ -2, PG9 binder -0.7 and GC-A act 3.
Screening Cc1ccc(S(=O)(=O)n2cc(-c3ccccc3)c(N)n2)cc1 returned rCAG RNA binder -1, NR1D1 modulator -3, ASAP1 inh 6, ABHD4 inh -6, HTRA1 inh -16, ARFGAP1 inh 10, NPR2 activator -2, SMARCA2 activ -6, PG9 binder -1.3 and GC-A act -6.
For CCC(=O)Nc1ccc(NC(=O)CN2CCCC(C)C2)c(Cl)c1 (stereo unspecified) the results were rCAG RNA binder -5, NR1D1 modulator -5, ASAP1 inh 9, ABHD4 inh 1, HTRA1 inh -12, ARFGAP1 inh -3, NPR2 activator 2, SMARCA2 activ -4, PG9 binder 1.2 and GC-A act 0.
CN(C)S(=O)(=O)c1cccc(NC(=O)c2ccncc2)c1 was read as rCAG RNA binder 8, NR1D1 modulator 3, ASAP1 inh 10, ABHD4 inh -1, HTRA1 inh 3, ARFGAP1 inh 11, NPR2 activator 2, SMARCA2 activ 1, PG9 binder -2.3 and GC-A act -1.
For COc1ccccc1CNC(=O)c1ccc(SC)cc1OC the results were NR1D1 modulator 3, HTRA1 inh -11, NPR2 activator -2 and GC-A act 1.
COc1ccccc1NC(=O)CSc1nnc(CCC(=O)Nc2ccccc2F)n1C was read as rCAG RNA binder 1, NR1D1 modulator -7, ASAP1 inh 5, ABHD4 inh 2, HTRA1 inh -2, ARFGAP1 inh 3, NPR2 activator -4, SMARCA2 activ 3, PG9 binder 0.8 and GC-A act -1.
For O=C(Cn1cnc2c(nnn2-c2ccc(F)cc2)c1=O)N1CCCC1 the results were rCAG RNA binder 2, NR1D1 modulator -1, ASAP1 inh -9, ABHD4 inh -6, HTRA1 inh 0, ARFGAP1 inh -2, NPR2 activator 0, SMARCA2 activ -4, PG9 binder -1.6 and GC-A act -1.
`O=C(NC1CCCCC1)C(c1ccccc1F)N(Cc1ccco1)C(=O)c1ccccn1` (stereo unspecified) gave rCAG RNA binder 2, NR1D1 modulator 7, ASAP1 inh 4, ABHD4 inh 4, HTRA1 inh 3, ARFGAP1 inh -8, NPR2 activator -4, SMARCA2 activ -1, PG9 binder -2.5 and GC-A act -8.
For O=C(N[C@H]1C/C=C\C[C@@H](CC(=O)N(CCO)Cc2ccccc2)C(=O)N2CCC[C@H]2COC1=O)OCC1c2ccccc2-c2ccccc21 the results were rCAG RNA binder 2, NR1D1 modulator 4, ASAP1 inh -8, ABHD4 inh 9, HTRA1 inh 3, ARFGAP1 inh 9, NPR2 activator -2, SMARCA2 activ 0, PG9 binder -1.1 and GC-A act -3.
Screening CCCCNC(=O)C[C@H]1C(=O)N(CCCOC)C2=CCCCC[C@]21C(=O)OC returned rCAG RNA binder -1, NR1D1 modulator 1, ABHD4 inh -2, NPR2 activator 1, SMARCA2 activ -1 and GC-A act 0.
`Cc1cccc(C(=O)NCc2nnc(SCC(=O)NC(C)c3ccccc3)n2C)c1` (stereo unspecified) gave rCAG RNA binder -4, NR1D1 modulator 0, ASAP1 inh -4, ABHD4 inh 9, HTRA1 inh 3, ARFGAP1 inh 7, NPR2 activator -6, SMARCA2 activ -1, PG9 binder -0.2 and GC-A act -6.
Screening N#Cc1ccc(-c2cccnc2)nc1SCc1ccc(Cl)cc1Cl returned rCAG RNA binder 0, NR1D1 modulator 20*, ASAP1 inh -4, ABHD4 inh -9, HTRA1 inh -7, ARFGAP1 inh 7, NPR2 activator 42*, SMARCA2 activ -2, PG9 binder -2.3 and GC-A act 35.
`C/C(=C\C(=O)O)C(=O)Nc1nccs1` gave rCAG RNA binder 1, NR1D1 modulator -1, ASAP1 inh 6, ABHD4 inh -5, HTRA1 inh 0, ARFGAP1 inh 14, NPR2 activator 4, SMARCA2 activ 6, PG9 binder -0.4 and GC-A act 3.
For Cc1ccc2oc(C(=O)N3CCC(N4CCSCC4)CC3)c(C)c2c1 the results were rCAG RNA binder -2, NR1D1 modulator -1, ASAP1 inh -15, ABHD4 inh -4, HTRA1 inh 3, ARFGAP1 inh 2, NPR2 activator -2, SMARCA2 activ -2, PG9 binder 1.5 and GC-A act -1.
COc1ccc2sc(N(CCCN(C)C)C(=O)c3ccc(S(=O)(=O)N(C)C4CCCCC4)cc3)nc2c1 was read as rCAG RNA binder -6, NR1D1 modulator 0, ASAP1 inh 12, ABHD4 inh 2, HTRA1 inh -13, ARFGAP1 inh -6, NPR2 activator -8, SMARCA2 activ 5, PG9 binder 0.2 and GC-A act -6.
Screening O=C(NCc1ccccc1)N1CCOCC1 returned rCAG RNA binder 2, NR1D1 modulator 1, ASAP1 inh -11, ABHD4 inh 5, HTRA1 inh 1, ARFGAP1 inh -1, NPR2 activator -3, SMARCA2 activ 5, PG9 binder -1.1 and GC-A act 2.
CCCOc1ccc(Cc2c(COCC)[nH]c(=S)[nH]c2=O)cc1 was read as rCAG RNA binder 1, NR1D1 modulator -1, ASAP1 inh 6, ABHD4 inh -2, ARFGAP1 inh -10, NPR2 activator -4, SMARCA2 activ 0, PG9 binder 0.8 and GC-A act -1.
`CN(CCO)c1cccc2c1S(=O)(=O)N(Cc1cn(Cc3ccccc3C(F)(F)F)nn1)Cc1ccccc1O2` gave rCAG RNA binder 5, NR1D1 modulator -5, ABHD4 inh -3, NPR2 activator 8, SMARCA2 activ -3 and GC-A act 1.
`COC(=O)CN(c1cc(C(F)(F)F)ccc1Cl)S(C)(=O)=O` gave rCAG RNA binder -3, NR1D1 modulator -3, ASAP1 inh 5, ABHD4 inh 0, HTRA1 inh 4, ARFGAP1 inh 4, NPR2 activator 3, SMARCA2 activ -1, PG9 binder 0.9 and GC-A act -2.
CC1(C)NC(=O)N(CC(=O)N2CCN(c3ccc([N+](=O)[O-])cc3)CC2)C1=O was read as rCAG RNA binder 2, NR1D1 modulator 6, ASAP1 inh 9, ABHD4 inh 0, HTRA1 inh -3, ARFGAP1 inh -9, NPR2 activator 3, SMARCA2 activ -1, PG9 binder 0.2 and GC-A act -1.
CCOC(=O)c1c(C)[nH]c(C)c1C(=O)COC(=O)c1c(OC)cccc1OC was read as rCAG RNA binder 0, NR1D1 modulator -4, ASAP1 inh -4, ABHD4 inh -1, HTRA1 inh 5, ARFGAP1 inh -6, NPR2 activator -10, SMARCA2 activ 3, PG9 binder -1.5 and GC-A act -9.
CCOc1ccc(CN2CCN(Cc3ccsc3)C(CCO)C2)cc1CO (stereo unspecified) was read as rCAG RNA binder -3, NR1D1 modulator -3, ASAP1 inh 8, ABHD4 inh -2, HTRA1 inh -2, ARFGAP1 inh -4, NPR2 activator 4, SMARCA2 activ -2, PG9 binder -1.4 and GC-A act 0.
CCc1c(C)nc2ncnn2c1N1CCCC(C(=O)NCc2ccco2)C1 (stereo unspecified) was read as rCAG RNA binder -5, NR1D1 modulator -2, ASAP1 inh 6, ABHD4 inh 7, HTRA1 inh -3, ARFGAP1 inh 3, NPR2 activator 2, SMARCA2 activ -2, PG9 binder -0.5 and GC-A act -1.

Filtered by structure: the compounds so far containing a Cl atom
For COC(=O)CCC(=O)NNC(=O)c1cccc(Cl)c1 the results were rCAG RNA binder 4, NR1D1 modulator 0, ASAP1 inh 1, ABHD4 inh 0, HTRA1 inh -5, ARFGAP1 inh 13, NPR2 activator -8, SMARCA2 activ 6, PG9 binder -6.2 and GC-A act 3.
`CC(C)c1nc(CNC(=O)C2CCC(=O)N(CCc3ccc(Cl)cc3)C2)no1` (stereo unspecified) gave rCAG RNA binder -9, NR1D1 modulator 5, ASAP1 inh 12, ABHD4 inh 5, HTRA1 inh -6, ARFGAP1 inh 1, NPR2 activator -3, SMARCA2 activ -2, PG9 binder -0.7 and GC-A act 3.
For CCC(=O)Nc1ccc(NC(=O)CN2CCCC(C)C2)c(Cl)c1 (stereo unspecified) the results were rCAG RNA binder -5, NR1D1 modulator -5, ASAP1 inh 9, ABHD4 inh 1, HTRA1 inh -12, ARFGAP1 inh -3, NPR2 activator 2, SMARCA2 activ -4, PG9 binder 1.2 and GC-A act 0.
Screening N#Cc1ccc(-c2cccnc2)nc1SCc1ccc(Cl)cc1Cl returned rCAG RNA binder 0, NR1D1 modulator 20*, ASAP1 inh -4, ABHD4 inh -9, HTRA1 inh -7, ARFGAP1 inh 7, NPR2 activator 42*, SMARCA2 activ -2, PG9 binder -2.3 and GC-A act 35.
`COC(=O)CN(c1cc(C(F)(F)F)ccc1Cl)S(C)(=O)=O` gave rCAG RNA binder -3, NR1D1 modulator -3, ASAP1 inh 5, ABHD4 inh 0, HTRA1 inh 4, ARFGAP1 inh 4, NPR2 activator 3, SMARCA2 activ -1, PG9 binder 0.9 and GC-A act -2.

High-throughput results deposited in PubChem BioAssay by several laboratories.
